GAA inhib = alpha-glucosidase (human) inhibition; P10253; purified human GAA, 4-MU-alpha-glucoside fluorescence; Potency, µM (series often up to 76.9 µM), for the others: top-dose activity change, negative = inhibition, actives largely listed as inhibitors; actives 0.005% (n = 200,000); AID 1466;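 also: plate controls were uninhibited enzyme wells for no effect and no-enzyme background for full effect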
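Enzyme (4 nM final) mixed with compound (up to 77 uM), then 4-MU-alpha-D-pyranoside (400 uM final) added; 20 min at room temperature, pH 5.0. Reaction stopped at pH 10, fluorescence read, AC50 derived by Hill fit.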
aGlu spleen mod = lysosomal alpha-glucosidase (human) modulation; human spleen homogenate, 4-MU-alpha-glucoside fluorescence; Potency, µM (titrated, usually from 79.9 µM), without a hit: top-dose activity change, negative = inhibition, hits mostly inhibitors; actives 0.006% (n = 240,000); AID 2112;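 also: 0% = enzyme with vehicle and -100% = no enzyme basal signal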
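Human spleen homogenate (1 ug) incubated with compounds and 1 mM 4-methylumbelliferyl-alpha-D-glucopyranoside in pH 5.0 citrate/phosphate buffer, 37 C, 40 min. Stopped at pH 10; 4-MU fluorescence (Ex 365/Em 440 nm); AC50 by Hill fit.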
RECQ1 helicase = blocks DNA unwinding by human RECQ1 | Potency, µM (titrated, usually from 57.3 µM), for inactives: at the highest dose activity, negative = inhibition, usual class: inhibitors | actives 0.54% (n = 240,000) | RECQ1 DNA unwinding, red fluorescence kinetic read | AID 2549;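 also: plate controls were vehicle for no effect and no enzyme for full effect; nearly all actives have a fitted effect of over 30% in size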
Target sequence (P46063 whole entry, looked up): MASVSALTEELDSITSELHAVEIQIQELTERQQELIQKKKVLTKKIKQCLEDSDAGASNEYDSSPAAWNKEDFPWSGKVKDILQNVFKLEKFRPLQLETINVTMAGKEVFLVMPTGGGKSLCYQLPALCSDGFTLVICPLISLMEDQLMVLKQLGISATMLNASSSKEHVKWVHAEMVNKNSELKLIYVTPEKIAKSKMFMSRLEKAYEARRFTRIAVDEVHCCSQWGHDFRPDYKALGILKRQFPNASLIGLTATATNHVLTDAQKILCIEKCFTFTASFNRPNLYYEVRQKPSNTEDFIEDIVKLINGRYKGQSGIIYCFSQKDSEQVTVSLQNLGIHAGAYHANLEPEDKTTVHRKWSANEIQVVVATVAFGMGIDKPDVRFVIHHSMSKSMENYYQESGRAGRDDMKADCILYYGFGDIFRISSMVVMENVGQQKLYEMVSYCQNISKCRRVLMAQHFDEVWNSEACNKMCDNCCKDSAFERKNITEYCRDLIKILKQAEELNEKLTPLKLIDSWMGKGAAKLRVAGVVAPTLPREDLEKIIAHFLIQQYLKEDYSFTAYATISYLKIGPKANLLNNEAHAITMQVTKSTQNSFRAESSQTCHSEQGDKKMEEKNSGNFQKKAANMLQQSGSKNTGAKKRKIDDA
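RECQ1T1 50 nM; forked duplex (20 bp + 30-nt ss tails) 200 nM, ATP 2 mM final; pH 8.0, 2 mM MgCl2, 2.5 ug/ml poly(dI-dC); 15 min compound preincubation; discontinuous kinetic read over 2 h at RT.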
RGS12 GoLoco inh = inhibitors of human Gai1-RGS12 GoLoco interaction (red fluorophore); actives 0.44% (n = 230,000); Potency, µM (titrated, usually from 61.6 µM), without a hit: top-dose activity, negative = inhibition, hits mostly inhibitors; AID 880; Gai1:RGS12 GoLoco peptide FP, rhodamine, 10 min; P63096; active = well fitted inhibition curve with a large enough effect, not every such curve was filed as active; inactive = no such curve, though single readings can be large or run the other way; also: nearly all actives have a fitted effect of over 30% in size; many of its hits are not listed in these tables
Target sequence (P63096 whole entry, looked up): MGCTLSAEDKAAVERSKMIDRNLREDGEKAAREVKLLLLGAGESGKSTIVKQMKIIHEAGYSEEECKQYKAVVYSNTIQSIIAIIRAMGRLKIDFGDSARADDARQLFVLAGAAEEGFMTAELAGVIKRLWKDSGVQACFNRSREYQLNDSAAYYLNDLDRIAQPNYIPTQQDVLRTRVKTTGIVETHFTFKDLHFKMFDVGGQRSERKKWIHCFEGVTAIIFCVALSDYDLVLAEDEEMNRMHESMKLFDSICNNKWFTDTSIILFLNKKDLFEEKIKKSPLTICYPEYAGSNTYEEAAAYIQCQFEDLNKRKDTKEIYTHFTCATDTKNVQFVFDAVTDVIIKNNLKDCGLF
L3MBTL1 block = L3MBTL1 (human) inhibition. Q9Y468. AlphaScreen L3MBTL1–H3K9me1 peptide binding. Potency, µM (titrated, usually from 57.1 µM), for the others: at the top dose activity, negative = inhibition, hits mostly inhibitors. actives 0.66% (n = 230,000); also: nearly all actives have a fitted effect of over 60% in size
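Displacement of a biotinylated histone H3(1-15) peptide monomethylated at Lys9 (75 nM) from L3MBTL1 (50 nM) was measured by AlphaScreen after a 30 min room-temperature compound incubation; cefsulodin titration served as intraplate control.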
TRb-SRC2 inh = inhibitors of human thyroid hormone receptor beta-SRC2 interaction | actives 0.065% (n = 280,000) | P10828 | AID 1469 | Potency, µM (titrated, usually from 106 µM), for the others: at the highest dose activity change, negative = inhibition, actives largely listed as inhibitors | TRbeta-SRC2 peptide binding, fluorescence polarization; receptor liganded with 1 µM T3;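 also: plate controls were bound peptide for no effect and peptide without receptor for full effect; nearly all actives have a fitted effect of over 50% in size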
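Binding of a 20-amino-acid Texas Red SRC2 peptide (20 nM) to TRb ligand-binding domain (0.6 uM) with agonist T3 at 1 uM was followed by fluorescence polarization after a 5 hr room-temperature incubation.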
GAA glycogen mod = inhibitors or activators of human alpha-glucosidase glycogen cleavage | P10253 | recombinant GAA, glycogen substrate, Amplex Red glucose oxidase fluorescence | Potency, µM (top dose mostly 76.4 µM), for the others: top-dose activity change, negative = inhibition, usual class: inhibitors | actives 0.38% (n = 300,000);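 also: 0% = full enzyme reaction and -100% = no-enzyme basal signal; the screen sought inhibitors and activators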
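Recombinant human alpha-glucosidase (4 nM final) hydrolysed bovine liver glycogen (30 ug) for 40 min at 37 C in pH 5.0 citrate/phosphate with 0.01% Tween-20. Released glucose detected by glucose oxidase/Amplex Red, Ex 573/Em 610 nm. Compounds up to 77 uM; AC50 from Hill fits.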
TexasRed fluor = alters Texas Red total fluorescence, flagging assay interference | TRb/SRC2 Texas Red total fluorescence interference | Potency, µM (highest dose often 106 µM), for inactives: at the highest dose fluorescence change, negative = quenching | actives 0.29% (n = 280,000); active = well fitted curve in either direction with a large enough effect; inconclusive = small, poorly fitted or top-dose-only effect
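Flags fluorescent or light-absorbing compounds by total fluorescence, S + 2P, at 555 nm excitation and 632 nm emission. Mixture: 20 nM Texas Red SRC2 peptide, 0.6 uM human TRb LBD, 1 uM T3, 5% DMSO; compound exposure 5 h at ambient temperature.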
Starred values were filed as active, the others as inactive; i = inactive; ? = inconclusive; nt = no result given; & = joins results of further samples; [ ] = dose if it differs, or a comment. Unless noted, calls follow the shape of the dose curve; as a rule, active = well fitted curve in the direction sought with a large enough effect; inconclusive = small, poorly fitted or top-dose-only effect, or another doubt; inactive = no such curve, though single readings can be large; an effect the other way counts as inactive or inconclusive. Unless noted, % is scaled to controls: 0 for no effect and ±100 for the full control effect; potency is read from the fitted curve at half-maximal effect. Only part of the results is shown. The share of hits here may be higher or lower than overall.

Values run as follows: GAA inhib	aGlu spleen mod	RECQ1 helicase	RGS12 GoLoco inh	L3MBTL1 block	TRb-SRC2 inh	GAA glycogen mod	TexasRed fluor
1. Cc1cc(C(=O)OCC(=O)NC2CCCCC2)c(C)o1
 : -4%	-6%	-7%	5%	nt	1%	4%	-3%
2. Cc1cccc(OCCCN2CCCCCC2)c1
 : -8%	-9%	1%	3%	52%[activator][11.4 µM]	-4%	-5%	-1%
3. CCN(CC)C(=O)/C(=C\c1ccc2c(c1)OCO2)NC(=O)c1ccc(Br)cc1
 : -3%	-3%	i	nt	3%	-4%	11%	-7%
4. COCc1cc(C)nc(N)c1C#N
 : ?	-7%	-6%	5%	0%	3%	4%	-5%
5. COc1ccc(N2CCN(C(=O)c3oc4ccccc4c3C)CC2)cc1
 : 2%	5%	-8%	9%	-8%	-1%	-12%	2%
6. COCCCNC(=O)CN(c1cc(OC)ccc1OC)S(=O)(=O)c1ccccc1
 : 1%	-1%	-1%	1%	nt	2%	4%	4%
7. Cc1ccc2nc(-c3cccc(NC(=O)c4ccco4)c3)[nH]c2c1
 : -4%	2%	-14%	14%	-2%	-13%	-10%	-1%
8. CCOC(=O)C1C2C=CC3(CN(CCc4ccccc4)C(=O)C13)O2 (stereo unspecified)
 : 4%	-2%	i	3%	1%	-1%	-7%	-6%
9. COc1cc(C(=O)NCC(=O)N/N=C/c2ccc(OC(=O)c3ccco3)cc2)cc(OC)c1OC
 : 1%	nt	-7%	13%	-2%	5%	3%	-2%
10. O=C1c2ccccc2C(=O)N1CCCSc1nc2ccccc2o1
 : ?	-2%	-5%	3%	30%	7%	-5%	-2%
11. N=c1n(CCN2CCOCC2)c2ccccc2n1Cc1ccccc1Br
 : -4%	0%	i	-1%	-4%	1%	2%	0%
12. Cc1nc(Nc2nc(CSc3ccc(Cl)cc3)cc(=O)[nH]2)nc2ccccc12
 : -1%	2%	-8%	4%	-13%	-2%	-11%	-4%
13. CC1Cc2ccccc2N1S(=O)(=O)c1ccc(Cl)nc1 (stereo unspecified)
 : nt	7%	i	14%	15%	-2%	7%	-1%
14. O=C(Nc1ncc([N+](=O)[O-])s1)c1cccc([N+](=O)[O-])c1
 : nt	-2%	i	1%	nt	12%	-4%	?
15. COc1cccc(C2C3=C(N=c4s/c(=C\c5cccc(O)c5)c(=O)n42)c2ccccc2CC3)c1OC (stereo unspecified)
 : -7%	-4%	-23%	3%	-2%	6%	8%	-24%
16. CC(=O)c1cc2c(cc1N)OCO2
 : -6%	-6%	7%	-2%	-8%	10%	-3%	0%
17. COc1cc(/C=N/Nc2cc(C)nc(NS(=O)(=O)c3ccc(C)cc3)n2)ccc1O
 : -3%	-5%	-11%	-4%	-12%	-2%	?	-10%
18. O=C(CN1C(=O)NC2(CCCCC2)C1=O)Nc1ccccc1Cl
 : -1%	-1%	17%	2%	1%	3%	-8%	3%
19. Cc1nc2c(C)cccc2c(SC(=N)N)c1CC=C(Cl)Cl
 : nt	-6%	-11%	3%	-6%	-4%	-3%	-4%
20. Cc1cc(N2C3CCC2CC(O)(c2ccc(F)cc2)C3)nc(-c2ccccc2)n1 (stereo unspecified)
 : -10%	-9%	-1%	14%	nt	3%	-1%	1%
21. COC(=O)CC1C(=O)NCCN1C(=O)CSc1nnnn1-c1ccc(Cl)cc1 (stereo unspecified)
 : 11%	-10%	-3%	6%	nt	-9%	13%	-14%
22. CCn1c(C)nc2cc(C(=O)NNS(=O)(=O)c3c(F)cc(F)c(Cl)c3F)ccc21
 : 3%	1%	i	21%	6%	1%	8%	3%
23. CCC(N1CCOC1=O)S(=O)(=O)c1ccc(C)cc1 (stereo unspecified)
 : -5%	1%	-5%	-16%	nt	-7%	0%	-3%
24. O=C(Nc1nc2c(c(=O)[nH]1)CCCC2)C1CC1
 : 2%	-1%	10%	3%	nt	2%	-5%	0%
25. COc1ccc(Oc2ncc(CN3CCN(c4ccccc4)CC3)s2)cc1
 : -1%	-6%	-13%	5%	nt	-3%	0%	-4%
26. COc1cccc2c(=O)n(CC(=O)NC3CCCC3)ccc12
 : -12%	7%	-4%	-2%	2%	-4%	4%	-3%
27. O=C(NCC1CCCO1)c1cc(-c2ccco2)nc2ccccc12 (stereo unspecified)
 : ?	15%	-4%	-5%	?	1%	-7%	-4%
28. COC(=O)c1cc(C#N)c(N2CCN(C)CC2)nc1C
 : 4%	-15%	-16%	10%	-4%	0%	-5%	-1%
29. O=C(Cc1ccccc1)NN1C(=O)C2C(C1=O)C1C=CC2C12CC2 (stereo unspecified)
 : 2%	-2%	0%	-14%	8%	-3%	11%	-2%
30. COc1cc(C2C(C(=O)c3ccco3)=C(O)C(=O)N2CCc2ccccc2)ccc1O (stereo unspecified)
 : 1%	0%	-1%	5%	-13%	-18%	?	2%

Compound profiles, as listed above.
Shown for COc1cc(C(=O)NCC(=O)N/N=C/c2ccc(OC(=O)c3ccco3)cc2)cc(OC)c1OC → GAA inhib = 1%; aGlu spleen mod = nt; RECQ1 helicase = -7%; RGS12 GoLoco inh = 13%; L3MBTL1 block = -2%; TRb-SRC2 inh = 5%; GAA glycogen mod = 3%; TexasRed fluor = -2%
Shown for CCOC(=O)C1C2C=CC3(CN(CCc4ccccc4)C(=O)C13)O2 (stereo unspecified) → GAA inhib = 4%; aGlu spleen mod = -2%; RECQ1 helicase = i; RGS12 GoLoco inh = 3%; L3MBTL1 block = 1%; TRb-SRC2 inh = -1%; GAA glycogen mod = -7%; TexasRed fluor = -6%

In a second layout: entries from further up
(27) O=C(NCC1CCCO1)c1cc(-c2ccco2)nc2ccccc12 (stereo unspecified)
(25) COc1ccc(Oc2ncc(CN3CCN(c4ccccc4)CC3)s2)cc1

assay / compound,27,25
GAA inhib,?,-1%
aGlu spleen mod,15%,-6%
RECQ1 helicase,-4%,-13%
RGS12 GoLoco inh,-5%,5%
L3MBTL1 block,?,nt
TRb-SRC2 inh,1%,-3%
GAA glycogen mod,-7%,0%
TexasRed fluor,-4%,-4%

Records 1 through 3 of the list above:
Values run as follows: GAA inhib	aGlu spleen mod	RECQ1 helicase	RGS12 GoLoco inh	L3MBTL1 block	TRb-SRC2 inh	GAA glycogen mod	TexasRed fluor
1. Cc1cc(C(=O)OCC(=O)NC2CCCCC2)c(C)o1
 : -4%	-6%	-7%	5%	nt	1%	4%	-3%
2. Cc1cccc(OCCCN2CCCCCC2)c1
 : -8%	-9%	1%	3%	52%[activator][11.4 µM]	-4%	-5%	-1%
3. CCN(CC)C(=O)/C(=C\c1ccc2c(c1)OCO2)NC(=O)c1ccc(Br)cc1
 : -3%	-3%	i	nt	3%	-4%	11%	-7%

Going on with the list:
Values run as follows: GAA inhib	aGlu spleen mod	RECQ1 helicase	RGS12 GoLoco inh	L3MBTL1 block	TRb-SRC2 inh	GAA glycogen mod	TexasRed fluor
31. CS(=O)(=O)c1cnc(-c2ccccc2)nc1Oc1ccc(F)cc1
 : 0%	-5%	-10%	-8%	0%	-6%	4%	0%
32. COc1cccc(/C=N/NC(=O)c2ccccc2N(Cc2ccccc2)S(=O)(=O)c2ccccc2)c1OC
 : -4%	-18%	i	-2%	0%	-3%	-29%	4%
33. CC(C)(C)NC(=O)CN1CCC(O)(c2ccc3c(c2)OCO3)CC1
 : 1%	-1%	-3%	6%	1%	4%	7%	-5%
34. CCCCC(=O)NC1(C(F)(F)F)NC(=O)N(Cc2ccccc2)C1=O (stereo unspecified)
 : 2%	nt	-11%	-8%	?	-10%	-4%	0%
35. O=C(Nc1nc2c(s1)CN(Cc1ccccc1)CC2)c1cccc(S(=O)(=O)N2CCc3ccccc32)c1
 : -6%	-7%	-19%	77%[activator]	15%	8%	?	4%
36. CS(=O)(=O)N(CC(=O)N1CCN(c2cccc(Cl)c2)CC1)c1cccc(F)c1
 : -8%	-14%	-25%	2%	1%	-4%	-2%	-3%
37. O=P(OC1CCCCC1)(OC1CCCCC1)C(O)c1ccc(Cl)cc1Cl (stereo unspecified)
 : -3%	5%	-6%	-4%	nt	5%	-4%	-2%
38. O=C(Nc1ccncc1)c1ccccc1-c1ccccc1
 : -1%	7%	-7%	6%	-1%	3%	-3%	1%
39. CCOC(=O)C1CCN(c2c(NCCCN3CCCCC3)c(=O)c2=O)CC1
 : nt	-1%	14%	5%	nt	0%	4%	-1%
40. COC(=O)c1ccccc1N(C)S(C)(=O)=O
 : -4%	-6%	0%	7%	nt	-8%	1%	0%
41. Cc1ccc(NC(=O)CC2S/C(=N/c3nccs3)N(C)C2=O)c(C)c1 (stereo unspecified)
 : 0%	-3%	-2%	118%[activator]	nt	-8%	3%	0%
42. COc1ccc(/C=C2\SC(=O)N(CCC(=O)Nc3ccc(S(=O)(=O)Nc4nccs4)cc3)C2=O)cc1
 : -3%	-7%	7%	6%	-2%	5%	-6%	-2%
43. CC1(C)C(=O)NC2=C1C(=O)C(=O)c1ccccc12
 : nt	2%&-1%	8.9µM*	-13%	nt	?	nt	-27%&-2%
44. CCN1CCN(S(=O)(=O)c2cc(OCC(=O)NC3CCCCC3)c(C)cc2Cl)CC1
 : -2%	-3%	5%	4%	nt	-7%	6%	-6%
